# Cav3 T inh: blocks human Cav3.2 T-type calcium channel; B-score at 10 µM; AID 449739; 4% of 100,000 active; Cav3.2-expressing cells, Fluo-4 calcium fluorescence FDSS; stronger effect = lower value;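 active means single-dose well whose peak fluorescence ratio is a statistical outlier from its plate by either plate-standardised score or position-corrected B-score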
# * hit, by the source's call.
SMILES,Cav3 T inh
CCS(=O)(=O)c1ccc2oc(SCC(=O)NC3CCCC(C)C3C)nc2c1 (stereo not given),-0.106
CCCN1C(=O)SC(CC(=O)Nc2ccc(Br)cc2)C1=O (stereo not given),-3.08
CSc1ccccc1NC(=O)Nc1cccc(Cl)c1,-2.7
CN1C(=O)NC(NC(=O)c2ccncc2)(C(F)(F)F)C1=O (stereo not given),0.505
CC(C)[C@H](NC(=O)[C@H](CCCN=C(N)N)NC(=O)NC(Cc1ccccc1)C(=O)O)C(=O)NC(C=O)CCCN=C(N)N (stereo not given in full),0.682
O=C1NCCN1C(=O)c1ccccc1F,0.615
CCOC(=O)c1cc(-c2ccc(Cl)s2)nc2c1c(C)nn2C,0.305
CCCCOC(=O)CSCC(=O)Nc1cc(C)on1,-0.211
CCn1c(Cc2ccccc2)nnc1SCC(=O)Nc1ccc(C)cc1,-2.42
COc1nc(N)c(S(=O)(=O)c2ccc(C)cc2)cc1C#N,-0.163
CCCS(=O)(=O)N1CCC(C(=O)NCc2cccnc2)CC1,-0.867
Clc1ccc(C2[C@H]3CN(CC4CCCCC4)[C@H](c4ccccc4)C34CC2(c2ccccc2)C4)cn1 (stereo not given in full),0.745
COc1ccc(-n2ncc3c(=O)n(CC(=O)N4CCCc5ccccc54)cnc32)cc1,-1.61
NC(=S)N/N=C/c1cc([N+](=O)[O-])ccc1OCCOc1ccccc1,0.133
CC1CCCCC1n1c(=S)[nH]c2ccccc2c1=O (stereo not given),0.00374
Cc1ccccc1[C@@H]1C(C#N)=C(N)S[C@H]1C(=O)c1ccccc1,-2.07
CC(C)C(NC(=O)CN(c1cccc(F)c1)S(C)(=O)=O)C(C)C,0.408
Cc1nn(C)cc1CNC(=O)c1ccc(Br)o1,0.13
C/C(=N/NC(=O)c1cccc(C)c1)c1c(O)cc(C)oc1=O,-1.11
Cc1cc(S(=O)(=O)n2cnc3ccccc32)c(C)cc1Cl,-0.0623
CCC(C(=O)NC1CCCC1)N(C(=O)Cn1nnc(-c2ccc(C)cc2)n1)C1CCCC1 (stereo not given),-6.54*
O=C(CN1CCC(n2nnc3cc(F)ccc32)CC1)NC1CC1,0.42
CCC(=O)Nc1cccc(Br)c1,-0.947
COc1ccc(N2C(=O)CS/C2=C\[N+](=O)[O-])cc1,-0.0495
O=C(NCc1ccccc1)C1CCCN(S(=O)(=O)c2cccnc2)C1 (stereo not given),0.251
COCCN(Cc1cc2cc3c(cc2nc1Cl)OCO3)C(=O)Nc1ccccc1OC,-1.88
Cc1c(C#N)c2ncn(Cc3ccccc3)c(=O)c2n1-c1ccccc1,1.66
C/C(N)=C(/C#N)C(=O)CSc1nnc(-c2ccccc2Br)o1,-0.0678
Cc1ccc(C)c(-n2nnnc2SCC(=O)NCCC2=CCCCC2)c1,-6.96*
COc1cc(C(=O)N2CCC(C(=O)Nc3cccc(C(C)=O)c3)CC2)cc(OC)c1OC,2.16
N#Cc1ccc(C23CC4(C2)[C@H](CN(Cc2ccc(C(F)(F)F)cc2)[C@@H]4c2ccccc2)C3c2ccc(Cl)nc2)cc1 (stereo not given in full),0.0315
Cc1ccccc1Cn1cnc2c(cnn2C(C)(C)C)c1=O,-2.62
CC(C)Cn1c(SCC(=O)c2ccc(Cl)s2)nnc1-c1ccco1,-5.6*
CCCSc1nc(O)c(C2OC(=O)c3c2ccc(OC)c3OC)c(=O)n1-c1ccccc1 (stereo not given),-1.43
CCOC(=O)c1ccc(NC(=O)Cn2nnc(-c3ccc(F)cc3)n2)cc1,-0.53
CN1CCN(C(=O)c2ccc(C(C)(C)C)cc2)CC1,0.00438
CC(=O)Nc1cc2ccc(OC(C)=O)cc2oc1=O,-1.13
COC(=O)C1=C(C)N(Cc2ccccc2)C(=O)N[C@H]1c1ccco1,-0.299
Cc1noc(C)c1S(=O)(=O)N1CCCC(C(=O)NCC2CCCO2)C1 (stereo not given),0.792
Cc1ccc(CSc2nc3c(c(=O)[nH]2)C(c2ccncc2)C2=C(CCCC2=O)N3)cc1 (stereo not given),0.201
Cc1c(C(=O)Nc2ccccc2-c2ccccc2)cccc1[N+](=O)[O-],-0.946
COCC(C)NC(=O)COc1ccc(Cl)cc1Cl (stereo not given),2.05
CC(=O)c1nn(-c2cccc(Cl)c2)cc1C(=O)c1ccco1,0.368
CCCCNc1nnc(SCC(=O)N2CCN(S(=O)(=O)c3ccc4ccccc4c3)CC2)s1,-2.25
Cc1c(C(=O)N2CCc3ccccc32)oc2c1C(=O)CC(C)(C)C2,-0.0498
Cc1cc(=O)[nH]c(SCc2cccc(Br)c2)n1,-1.19
CC(C)(C)OC(=O)c1c(N)n(CCCN2CCCC2=O)c2nc3ccccc3nc12,0.157
CCC/C(O)=C1\C(=O)CC(c2ccccc2)CC1=NCCc1c(C)[nH]c2ccccc12 (stereo not given),-3.5
O=S(=O)(/N=C(\Nc1ccc(F)cc1)C(F)(F)F)c1ccccc1,-0.0235
COc1ccc(N2CC(C(=O)Nc3ccccc3C(=O)NCc3ccco3)CC2=O)cc1 (stereo not given),-0.304
O=C(NC1CCC(NC(=O)C2CCCO2)CC1)C1CCCO1 (stereo not given),-0.0118
Cc1sc2nc(SCC(=O)NCc3ccco3)n(Cc3ccccc3)c(=O)c2c1C,0.672
COc1ccc(-c2csc(NCCc3nc4cc(Cl)c(Cl)cc4n3CCCO)n2)cc1,-0.487
O=S(=O)(NCCOCC(F)(F)F)c1ccc2oc3ccccc3c2c1,-4.32*
COC(=O)[C@H]1C[C@@H]1[C@H](NC(=O)c1cnccn1)c1ccccc1,0.532
COc1ccccc1OCCC(=O)OCC(=O)Nc1ncc(Cl)cc1Cl,0.803
CCc1nn(C(C)C(=O)NC(C)CCc2ccco2)c(=O)c2cc3occc3n12 (stereo not given),0.115
Cc1csc(OCC(=O)Nc2ccc(C)c(C)c2)n1,0.385
CN(C(=O)c1ccccc1)c1ccc(OCC(=O)NC2CCS(=O)(=O)C2)cc1 (stereo not given),0.385
O=C1N(CC(=O)N2CCc3ccccc32)CCN1Cc1ccccc1Cl,-3.53*

# Continued:
SMILES,Cav3 T inh
COc1ccc(-c2csc(N(CCCN3CCOCC3)C(=O)c3ccco3)n2)cc1,-1.6
CSc1nnc(C)c(/C=C/Nc2ccc(F)cc2)n1,-3.1
CCN(CC)CC(=O)N1N=C(c2cccs2)CC1c1ccco1 (stereo not given),0.884
CCOc1ccc2nc(NS(=O)(=O)c3ccc(NC(C)=O)cc3)sc2c1,0.073
Cc1nc(C)n(CC(O)COc2ccc(C(=O)c3ccccc3)cc2)n1 (stereo not given),-0.00105
COc1ccc(N2CSC3=C(C#N)C(c4cccc(OC)c4OC)CC(=O)N3C2)cc1 (stereo not given),0.0858
O=C(Nc1nc(-c2ccccc2)cs1)C1COc2ccccc2O1 (stereo not given),-1.88
COc1ccc(S(=O)(=O)Nc2ccccn2)c(C)c1C,0.138
CCn1c(SCC(=O)N2CCCC2)nc2ccccc2c1=O,0.0524
CCC(C)n1cnc2c(c1=O)c1nc3ccccc3nc1n2Cc1ccc(OC)cc1 (stereo not given),-2.07
COC(=O)c1cc2sccc2n1CC(=O)Nc1cccc(SC)c1,-1.02
O=C(CN1CCN(c2nc(-c3ccccc3)cs2)CC1)NNC(=O)c1ccc(Br)cc1,0.751
Cc1ccc(OCCn2cc(/C(N)=N/O)c3ccccc32)cc1C,0.589
Cc1cc(N2CCC(C)CC2)n2nc(C)c(-c3ccccc3)c2n1,-0.308
COC(=O)c1ccc(N2CCN(S(=O)(=O)c3ccc4ccccc4c3)CC2)c([N+](=O)[O-])c1,-0.7
Cc1nc2ccc(C(=O)N3CCN(c4ccccn4)CC3)cc2s1,1.02
Cc1ccc(C)c(Nc2ncnc3nc[nH]c23)c1,-1.13
CC(=O)c1cccc(NC(=O)c2cc3nc(C)cc(C)n3n2)c1,0.371
Cc1ccccc1Nc1nc(N)nc(CSc2nc3ccccc3c(=O)n2CCCO)n1,0.362
Cc1nc(NC(=O)c2ccccc2)sc1-c1csc(Nc2ccc(F)cc2)n1,0.718
O=C(CSCCO)N1CCc2ccccc21,3.77e-05
CCCc1cc(SCC(=O)Nc2c(C)n(C)n(-c3ccccc3)c2=O)n2c(nc3ccccc32)c1C#N,-0.164
Cc1c(Cl)c([N+](=O)[O-])nn1CC(=O)N1CCc2ccccc2C1,0.555
CCCCCCC(=O)N1CCC(c2nc3c(nnn3Cc3ccccc3Cl)c(=O)[nH]2)CC1,-2.23
c1csc(Cc2nn3c(-c4n[nH]c5c4CCC5)nnc3s2)c1,1.29
N#CCSc1nc2cc(C(=O)N3CCCC3)ccc2c(=O)n1Cc1ccccc1,0.0687
Cc1cccc(-c2noc(CN(C(=O)c3ccc4c(c3)OCO4)C(C)C)n2)c1,-5.14*
O=c1c2ccccc2c(C=NC2CCS(=O)(=O)C2)c(O)n1-c1ccccc1 (stereo not given),-0.383
CSc1nnc(Cc2ccc3c(c2)OCO3)o1,-0.311
CCN(CC)c1ccc(NC(=O)c2ccccc2F)cc1,-2.82
CCCCCCCCN1[C@@H](CC(=O)O)c2cc(F)ccc2S1(=O)=O,0.359
CC(=O)Oc1ccc2c(c1)C(=O)c1ccccc1CO2,-0.153
COC(=O)C1=CO[C@@H](O[C@@H]2OC(CO)[C@@H](O)[C@@H](O)[C@@H]2O)C2C1CC[C@]2(C)O (stereo not given in full),-1.52
CN1C(=O)NC(NC(=O)c2ccco2)(C(F)(F)F)C1=O (stereo not given),-0.231
CCCCC(=O)N(c1ccc(OCC)cc1)C1C=CS(=O)(=O)C1 (stereo not given),-0.0545
C=CCN1c2ccccc2[C@]23C[C@@H](C(=O)OC)N(C(=O)c4cccs4)C2=NC(C(=O)OC)=C(C(=O)OC)[C@H]13,-2.23
CCNc1ccc(C(=O)OCC)cc1NC(=O)c1cccc(N(C)C)c1,-1.83
Cc1c(C(=O)N2CCN(C(=O)c3ccco3)CC2)sc2nc(-c3ccc(F)cc3)cn12,1.4
CCOC(=O)c1ccc(NC(=S)NNC(=O)C2(C)CC2(Cl)Cl)cc1 (stereo not given),-2.96
CCCn1c(C)cc(C(=O)CN2C(=O)c3cccc(N)c3C2=O)c1C,1.03
Cc1cc(C)cc(OCC(=O)O/N=C(\N)c2ccccn2)c1,-0.311
CCn1c(SCC(=O)N(Cc2ccccc2)C2CCS(=O)(=O)C2)nc2ccccc2c1=O (stereo not given),-0.487
COc1ccc(N(CC(O)Cn2c3ccccc3c3ccccc32)S(=O)(=O)c2ccccc2)cc1 (stereo not given),-0.392
O=S(=O)(NCC1CCCO1)c1cc(Cl)ccc1Br (stereo not given),-0.0951
COc1cccc(OCCCN2CCCCC2)c1,0.586
CCn1c(SCC(=O)NNC(=O)Cc2ccccc2)nnc1-c1ccccc1,0.0836
Cc1[nH]c(=O)[nH]c(=O)c1/C=N/NC(=O)[C@H](C)NC(=O)OC(C)(C)C,0.609
CCc1nc(SCC(=O)NCC2CCCO2)c2oc3ccccc3c2n1 (stereo not given),1.42

# Entries above marked active in Cav3 T inh:
SMILES,Cav3 T inh
CCC(C(=O)NC1CCCC1)N(C(=O)Cn1nnc(-c2ccc(C)cc2)n1)C1CCCC1 (stereo not given),-6.54*
Cc1ccc(C)c(-n2nnnc2SCC(=O)NCCC2=CCCCC2)c1,-6.96*
CC(C)Cn1c(SCC(=O)c2ccc(Cl)s2)nnc1-c1ccco1,-5.6*
O=S(=O)(NCCOCC(F)(F)F)c1ccc2oc3ccccc3c2c1,-4.32*
O=C1N(CC(=O)N2CCc3ccccc32)CCN1Cc1ccccc1Cl,-3.53*
Cc1cccc(-c2noc(CN(C(=O)c3ccc4c(c3)OCO4)C(C)C)n2)c1,-5.14*

# Following part.
SMILES,Cav3 T inh
O=C(c1ccc2c(c1)N(Cc1ccccc1)C(=O)CS2)N1CCOCC1,0.601
CC1(c2nnc(Cc3ccccc3)o2)CC(c2c(Cl)cccc2Cl)=NO1 (stereo not given),-0.732
O=S(=O)(NN=C1CCCCCCC1)c1ccc(Br)cc1,-1.71
CCOC(=O)c1c(C)[nH]c(C(=O)C(C)OC(=O)c2cccc(OCc3c(C)noc3C)c2)c1C (stereo not given),-4.72*
COc1ccccc1NC(=O)CNC(=O)c1ccccc1C,0.398
Cc1cc(/C=N\NC(=O)c2cccs2)c(C)n1-c1ccc2ncccc2c1,-2.11
O=C1Nc2ccccc2C(O)(C(=O)NCc2ccco2)N1c1ccc(Cl)cc1 (stereo not given),-0.44
CC1=C(C#N)C(NC(=O)C2CC2)(C(F)(F)F)C(=O)N1 (stereo not given),-0.00724
CC(C)(C)S(=O)(=O)c1c(C(=O)O)cccc1C(=O)O,0.57
CCO[C@@H]1OC(C(=O)Nc2ccccc2)=C[C@H](c2ccc3c(c2)OCO3)[C@H]1CCCO,-0.0114
CC(C)c1[nH]nc2c1C(Cc1ccccc1)C(C#N)=C(N)O2 (stereo not given),-8.63*
COc1ccc(OC)c(S(=O)(=O)N2CCC(C(=O)NCC3CCCO3)CC2)c1 (stereo not given),-0.407

# The closing 3 compounds of the section before open the next one.
SMILES,Cav3 T inh
CCO[C@@H]1OC(C(=O)Nc2ccccc2)=C[C@H](c2ccc3c(c2)OCO3)[C@H]1CCCO,-0.0114
CC(C)c1[nH]nc2c1C(Cc1ccccc1)C(C#N)=C(N)O2 (stereo not given),-8.63*
COc1ccc(OC)c(S(=O)(=O)N2CCC(C(=O)NCC3CCCO3)CC2)c1 (stereo not given),-0.407
O=C(COc1ccccc1)Nc1ccc(CSc2ccccc2)cc1,-0.0176
Cc1ccc(N=C/C(C(=O)C(F)(F)F)=C(\O)c2cccs2)cc1,0.159
CC(C)CCNC(=O)c1c(CSc2ccccc2)noc1C(=O)NCc1ccccc1,0.0918
COc1cc2c(cc1OC)C1=C(C#N)COCN1CC2,1.37
CCCCS(=O)CC(O)COCC (stereo not given),0.361
O=C(NC(=O)N1CCN(c2cccc(Cl)c2)CC1)c1ccccc1,0.196
COc1ccc(-c2nc3ccccc3n2Cc2ccccc2)cc1,-9.91*
CC1CCN(c2cc(N3CCOCC3)c(F)cc2[N+](=O)[O-])CC1,-1.09
CCN=C1SCC(=O)N1c1ccc(OC)cc1,-1.81

# A different layout for some results above:
Cav3 T inh | compound
0.159 | Cc1ccc(N=C/C(C(=O)C(F)(F)F)=C(\O)c2cccs2)cc1
-1.81 | CCN=C1SCC(=O)N1c1ccc(OC)cc1

# High-throughput results as filed in PubChem.

# A portion of the library (hit frequency here may not be typical).
